Source: PubChem
cytoskel mod – cytoskeleton assembly modification. inhibition, % at 2 µM. 0.18% of 91,000 active. HUVEC TNFa F-actin phalloidin imaging, high content;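 active = inhibition above the batch mean plus 3 SD and confirmed as a hit by visual image inspection, cut at about 30% in these data, passing the limit was not always enough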; note: strong numbers were not always called active
sEH inh – soluble epoxide hydrolase (human) inhibition | AID 707 | 0.34% of 91,000 active | recombinant human sEH enzymatic activity assay | inhibition, % at 2 µM | P34913; in the data active = inhibition above about 80%; note: values of inactives mirror those of a sister screen read the other way; many of its hits are not listed in these tables
Target sequence (P34913 whole entry, looked up): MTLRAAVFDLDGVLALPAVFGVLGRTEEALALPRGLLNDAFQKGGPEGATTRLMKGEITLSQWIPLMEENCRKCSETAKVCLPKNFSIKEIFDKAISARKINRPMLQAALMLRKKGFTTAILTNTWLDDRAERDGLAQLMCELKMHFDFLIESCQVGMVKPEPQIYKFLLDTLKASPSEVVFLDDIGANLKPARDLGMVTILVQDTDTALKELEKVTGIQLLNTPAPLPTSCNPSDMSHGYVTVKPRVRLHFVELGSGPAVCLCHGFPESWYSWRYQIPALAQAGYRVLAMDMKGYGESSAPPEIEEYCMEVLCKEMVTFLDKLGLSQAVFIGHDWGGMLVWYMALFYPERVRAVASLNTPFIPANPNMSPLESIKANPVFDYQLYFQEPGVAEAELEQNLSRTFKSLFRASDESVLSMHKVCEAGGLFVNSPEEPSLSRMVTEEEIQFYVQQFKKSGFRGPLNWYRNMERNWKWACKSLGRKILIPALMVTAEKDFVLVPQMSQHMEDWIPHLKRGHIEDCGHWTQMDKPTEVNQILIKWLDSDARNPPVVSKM
HUVEC tox TNFa – toxic to HUVEC cells under TNF alpha stimulation | HUVEC TNFalpha-stimulated, Hoechst cell count, imaging | cell count reduction, % at 2 µM | 0.17% of 93,000 active | AID 848;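 active = cell count reduction exceeding the screen mean by over 5 SD, scaled to untreated wells per plate, cut at about 78% in these data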;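 note: cells counted after 24 h of TNF alpha exposure following the 1 h pretreatment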
sEH activator – increases human soluble epoxide hydrolase activity; P34913; 0.04% of 91,000 active; purified human sEH enzymatic activity, activator screen; activation, % at 2 µM; in the data active = activation above about 37%; note: values of inactives mirror those of a sister screen read the other way
HUVEC tox IL1B – HUVEC cytotoxicity counter-screen, IL-1B stimulated; HUVEC cell count loss, Hoechst imaging; cell count reduction, % at 2 µM; 0.41% of 94,000 active;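 active = cell count reduction more than 3 SD above the screen-wide mean, cut at about 70% in these data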;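 note: normalized per plate to untreated control cells as the no-loss baseline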
Smad3 inh – blocks human Smad3 binding to FoxH1 peptide; P84022; TR-FRET Smad3/Dy647-FoxH1 peptide binding, europium anti-His; inhibition, % at 25 µM; 0.29% of 88,000 active; AID 630;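 active = compounds that reduce the energy-transfer binding signal between the protein and its labelled peptide by more than half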;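 note: 0% = Smad3 plus labelled peptide maximal FRET and 100% = peptide-only background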
Target sequence (P84022 whole entry, looked up): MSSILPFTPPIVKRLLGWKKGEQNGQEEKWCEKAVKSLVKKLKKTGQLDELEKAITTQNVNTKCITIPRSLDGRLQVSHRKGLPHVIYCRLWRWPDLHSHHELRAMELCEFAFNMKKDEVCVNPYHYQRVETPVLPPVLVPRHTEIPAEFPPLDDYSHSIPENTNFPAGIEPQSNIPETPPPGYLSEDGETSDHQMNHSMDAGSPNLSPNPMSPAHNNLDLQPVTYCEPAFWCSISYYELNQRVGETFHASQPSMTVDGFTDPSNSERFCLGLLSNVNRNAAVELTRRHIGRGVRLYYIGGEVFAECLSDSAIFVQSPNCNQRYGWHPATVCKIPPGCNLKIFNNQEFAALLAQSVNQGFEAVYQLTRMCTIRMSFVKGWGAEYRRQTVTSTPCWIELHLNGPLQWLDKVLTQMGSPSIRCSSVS
ERb coact inh – ER-beta (human) coactivator binding inhibition; Q92731; TR-FRET ER-beta LBD / SRC1-Cy5 peptide binding; receptor agonist-loaded with 1 µM estradiol; inhibition, % at 25.6 µM; 1.3% of 86,000 active; AID 633;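 active = compounds whose percent inhibition of the receptor-coactivator binding signal exceeds about 50% in the single-dose screen, limit read from the data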;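 note: 0% = receptor plus peptide wells without compound and 100% = peptide-only wells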
Calb biofilm kill – kills Candida albicans biofilms; inhibition, % at 6 µM; 0.14% of 85,000 active; AID 834; C. albicans biofilm + clotrimazole, Alamar Blue;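 active = inhibition above 20%; inactive = inhibition below 20%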;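 note: preformed 24 hr biofilms exposed to compound for 48 hr; 0% = biofilm without compound and 100% = blank killed by clotrimazole plus chlorhexidine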
VCAM1 TNFa inh – reduces TNF alpha induced VCAM1 expression in HUVEC. HUVEC TNFa-induced VCAM-1 immunofluorescence, high-content imaging. inhibition, % at 2 µM. 0.48% of 95,000 active;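 active = inhibition above the batch mean plus 3 SD, with images confirmed as a hit by eye, cut at about 37% in these data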;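 note: 0% = TNF-stimulated DMSO wells and 100% = unstimulated control wells; not every result past the cut was called active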
* marks the source's active call; other numbers are inactive results; . = not tested or not shown; [ ] = remark or other dose. Not all compounds are listed, so the mix of outcomes need not match the whole.

SMILES	cytoskel mod	sEH inh	HUVEC tox TNFa	sEH activator	HUVEC tox IL1B	Smad3 inh	ERb coact inh	Calb biofilm kill	VCAM1 TNFa inh
COc1cccc(-n2cnc3scc(-c4cccs4)c3c2=O)c1	-4	3	-10	0	0	14	-10	0	-14
O=C1CSC(c2cccc(F)c2)N1c1ccccc1F (stereo unspecified)	4	4	4	0	0	4	-3	4	0
Cc1ccc(C)c(NC(=S)NNC(=O)c2ccc(Br)o2)c1	18	2	-34	-2	-26	.	.	.	16
CCN(CC)C(=O)CSC1=C(C#N)C(c2cccs2)C=C(C)N1 (stereo unspecified)	-24	.	77	.	25	6	7	5	-3
Cc1cc(C)c(NC(=O)CN2CCN3CCCC3C2)c(C)c1 (stereo unspecified)	12	-5	-7	3	-12	.	.	.	-3
C/C(=N/NC(=O)CNc1ccc(C)cc1)c1ccc(Cl)cc1	-29	21	-16	-23	-21	.	.	.	7
CCCCCOC(=O)c1ccc(OC(=O)c2cncc(Br)c2)cc1	6	18	-26	-15	-2	-2	-5	2	11
Cc1nn(C)c(C)c1CNC(=O)c1cc2n(n1)C(C(F)(F)F)CC(c1cccs1)N2 (stereo unspecified)	-3	20	-25	-16	-14	5	21	0	-10
COc1ccc(-n2nnnc2SCC(=O)Nc2cccc(C)n2)cc1OC	-14	-7	-27	5	-20	-2	-3[fluorescence artefact?]	7	18
O=C1C2C3C=CC(C3)C2C(=O)N1CNc1ccccc1 (stereo unspecified)	13	7	-5	-9	-24	2	-10	10	6
CCOC(=O)CSc1nnc(NCC(=O)OC(C)C)c(=O)[nH]1	2	-8	-16	8	-9	-3	-2	9	10
O=C(COc1ccc2ccccc2c1)N1CCN(C(=O)c2cccs2)CC1	-11	4	-38	-1	-15	-10	-7	3	19
O=C(Nc1ccccc1)O/N=C/c1ccccc1Cl	1	-6	-26	6	.	10	-4	7	-6
CN(C)CCC1Sc2ccccc2Oc2ccccc21 (stereo unspecified)	-4	11	3	-8	-2	8	-7	11	17
Cc1noc(C)c1CSc1nnc2ccccn12	.	1	-2	-4	-22	-5	5	3	-6
Cc1csc2nnc(N)n12	3	-4	.	6	10	-1	1	7	.
CCOc1cc(/C=C\[N+](=O)[O-])ccc1OCC(=O)Nc1ccccc1C	-5	-4	-2	5	46	.	.	.	11
Cc1ccc(C(C)C)c(Oc2nnnn2-c2ccccc2)c1	-26	3	-2	0	13	8	-22[fluorescence artefact?]	8	0
CC(=O)c1cc2c(cc1N)OCO2	13	-16	-16	15	30	1	-3	2	3
CC(=O)c1cccc(NC(=O)C(OC(=O)/C=C/c2ccc3c(c2)OCO3)c2ccccc2)c1 (stereo unspecified)	-4	-6	7	9	-70	.	.	.	24
COc1nc(-c2ccccc2)ccc1-c1noc(COc2ccccc2)n1	.	-5	.	10	-14	6	-13	6	.
Cc1onc(-c2ccccc2Cl)c1C(=O)OCn1nnc2ccccc2c1=O	-13	12	6	-9	-6	1	-1	1	24
Cc1nn(CC(=O)O)c(=O)c2ccccc12	11	5	-28	-5	-11	7	-5[fluorescence artefact?]	5	-3
COc1ccc(NC(=O)CN(c2ccc(C)cc2)S(=O)(=O)c2c(C)nn(C)c2C)cc1OC	-3	.	-17	.	-17	12	9	7	10
C[C@H](N)c1nnc(SCC(=O)N(C)C)o1	6	-3	-10	3	0	.	.	.	17
(cont.)
SMILES	cytoskel mod	sEH inh	HUVEC tox TNFa	sEH activator	HUVEC tox IL1B	Smad3 inh	ERb coact inh	Calb biofilm kill	VCAM1 TNFa inh
Cc1cccc(NC(=O)c2c(O)c3cccc4c3n(c2=O)CC4)c1	-12	-11	-12	11	-21	26[fluorescence artefact?]	28[fluorescence artefact?]	11	6
COc1ccc(NC(=O)c2ccc(COc3ccccc3Br)o2)cc1OC	3	17	-17	-18	9	-4	0[fluorescence artefact?]	-4	10
COC(=O)c1cscc1NC(C)=O	30*	-5	-20	8	5	.	.	.	9
Cc1nc2cc(NCc3nc4ccccc4n3Cc3ccccc3)ccc2n1C	-1	-1	-10	2	-30	-10	9	7	8
O=C1OC2CC3CC1CC(O)(C3)C2 (stereo unspecified)	.	-11	-11	13	-23	-15	14	3	-19
CCc1c(C)c(C#N)c2nc3ccccc3n2c1N(C)C	19	-10	-19	10	22	-6	0	6	-1
CC(C)NC(=O)CSc1nnc(-c2ccncc2)n1-c1ccccc1	-3	-2	-9	0	-15	.	.	.	-6
O=C1CNC(=O)/C1=C/c1ccc(O)cc1	2	-18	4	15	42	.	.	.	8
Cc1ccc2cc3c(N)c(C(=O)N4CC(=O)Nc5ccccc54)sc3nc2c1	.	-25	11	21	32	.	.	.	2
Cc1ccc(NC(=O)c2cc(C)nn2-c2ccccc2)cc1	-4	-5	-23	3	0	6	-13	7	23
CCOC(=O)N1CCC(NC(=O)c2cc(S(=O)(=O)N3CCC4(CC3)OCCO4)ccc2F)CC1	-6	.	-9	.	-3	-4	-1	4	4
O=C(O)c1ccc(S(=O)(=O)c2ccc3c(c2)C(=O)N(Cc2ccco2)C3=O)cc1	-6	-11	-22	10	0	-3	-8	3	12
Cc1cccc(Oc2ccccc2NC(=O)c2cnccn2)c1	-12	-8	-24	11	9	1	22	7	-5
Cc1cc(CCN2CCC(=O)NC2=O)ccc1OC(C)C	46	5	-22	-5	-30	-6	5	6	17
O=C(CCc1ccccc1)Nc1ccc(N2CCOCC2)c(Cl)c1	29	35	-37	-33	-6	2	12	2	5
O=C(c1cc(-c2ccc(Cl)c(Cl)c2)on1)N1CCN(c2ccccc2)CC1	-21	2	-24	0	4	.	.	.	16
CCOC(=O)c1c(C)c(-c2ccccc2)n(CC(=O)N2CCCC2)c1C	-2	-4	-32	3	-5	3	-7	-7	-2
CCn1c(=O)c2cc(S(=O)(=O)NCc3ccccc3)ccc2n(CC)c1=O	14	-4	-13	10	29	15	-10[fluorescence artefact?]	1	0
COc1ccc(NC(=O)N2CCC(c3ccccc3)C2)c(OC)c1 (stereo unspecified)	1	-13	-11	12	-7	1	0	4	-19
COC(=O)c1cccc(NC(=O)CSc2nc(=O)cc(N)n2-c2ccccc2)c1	-4	6	-3	-5	14	-1	46	3	17
O=C(CSc1nc2cc(Cl)ccc2s1)N1CCN(C(=O)c2ccco2)CC1	15	-7	-16	7	-6	1	0	0	3
COC(=O)CSC1=C(C#N)C(c2ccccc2OC)C(C(=O)OC)C(=O)N1 (stereo unspecified)	10	0	-29	2	-19	18	-7	9	3
Cc1cc(NC(=O)c2ccco2)ncc1NC(=O)CCc1ccccc1	-11	5	-10	-3	0	-1	-10	4	17
O=C(Nc1nnc(SCc2ccccc2)s1)c1cccs1	.	-5	.	3	0	-15	-1	-2	.
Cc1ccc(C(c2nnnn2C2CCCC2)N2CCN(c3nc4ccccc4s3)CC2)cc1 (stereo unspecified)	-23	10	-7	-8	2	7[fluorescence artefact?]	1	8	-3
Further records follow.
SMILES	cytoskel mod	sEH inh	HUVEC tox TNFa	sEH activator	HUVEC tox IL1B	Smad3 inh	ERb coact inh	Calb biofilm kill	VCAM1 TNFa inh
O=C(/C(=C/O)N=Nc1ccccc1)c1ccncc1	.	7	10	-8	3	-7	2	1	17
CNC(=O)c1csc(-c2ccc(C)cc2)n1	4	-7	-7	4	11	.	.	.	-3
CO/N=C(\CS(=O)(=O)Cc1ccc(OC)cc1)c1ccc(Cl)cc1	44	-18	-31	17	-1	.	.	.	17
CC(C)CNC(=S)NNC(=O)c1nn(C)cc1Cl	-7	4	-26	-3	-7	3	-3	8	5
COc1ccccc1N1CCN(C(=O)c2cc(C3CC3)on2)CC1	4	-7	-9	6	-33	0[fluorescence artefact?]	25	4	6
COc1cccc(-c2cc(C(=O)Nc3ccccc3SC)no2)c1	-23	-10	-8	7	-16	-18	-6	1	10
O=C(NCC1CCCO1)c1c(O)c2c([nH]c1=O)CCCC2 (stereo unspecified)	39	6	-12	-7	19	-5	-4	5	-8
O=C(Nc1cccc(F)c1)C1CC(=O)N(c2ccc(Cl)cc2)C1 (stereo unspecified)	11	6	-39	-5	-42	4	14	9	14
CC(C)Cc1ccc(C(C)C(=O)N2CCOCC2)cc1 (stereo unspecified)	-14	6	-8	-4	-33	-9	5	-4	-13
COc1ccc(C(=O)c2c(C(F)(F)F)oc3c2C(=O)c2ccccc2C3=O)cc1OC	.	-10	11	9	7	12	-8	-5	20
CCOC(=O)CCSc1nc(-c2ccccc2)cc(C(F)(F)F)n1	12	-11	.	16	5	7[fluorescence artefact?]	-2	6	3
Cc1ccc(C)n1-n1cnc2sc(-c3ccccc3)cc2c1=O	22	0	-23	0	-3	0	1	4	-18
COc1cc(NC(=O)c2ccco2)c(OC)cc1NC(=O)CSc1ncc(-c2ccc(F)cc2)[nH]1	-31	-3	-6	5	10	2	-21	-1	14
CS(=O)(=O)N1CCN(c2ccc(NC(=O)c3cccnc3Cl)cc2)CC1	8	5	-3	-5	-13	4	-4	4	-1
CCc1nc(N2CCN(S(=O)(=O)c3ccc(Br)cc3)CC2)c2c(C)c(C)sc2n1	8	3	-25	0	-19	12	2[fluorescence artefact?]	9	-10
Cc1cc(C)nc(N(C#N)CN2C(=O)c3ccccc3S2(=O)=O)n1	27	6	-28	-6	5	-1	-9	-5	0
O=c1c2ccccc2c(C=NCCO)c(O)n1-c1ccccc1	0	-10	7	11	19	-2	-3	8	3

Grouped by structure: the compounds so far containing a thiophene ring, fused or not
SMILES	cytoskel mod	sEH inh	HUVEC tox TNFa	sEH activator	HUVEC tox IL1B	Smad3 inh	ERb coact inh	Calb biofilm kill	VCAM1 TNFa inh
COc1cccc(-n2cnc3scc(-c4cccs4)c3c2=O)c1	-4	3	-10	0	0	14	-10	0	-14
CCN(CC)C(=O)CSC1=C(C#N)C(c2cccs2)C=C(C)N1 (stereo unspecified)	-24	.	77	.	25	6	7	5	-3
Cc1nn(C)c(C)c1CNC(=O)c1cc2n(n1)C(C(F)(F)F)CC(c1cccs1)N2 (stereo unspecified)	-3	20	-25	-16	-14	5	21	0	-10
O=C(COc1ccc2ccccc2c1)N1CCN(C(=O)c2cccs2)CC1	-11	4	-38	-1	-15	-10	-7	3	19
COC(=O)c1cscc1NC(C)=O	30*	-5	-20	8	5	.	.	.	9
Cc1ccc2cc3c(N)c(C(=O)N4CC(=O)Nc5ccccc54)sc3nc2c1	.	-25	11	21	32	.	.	.	2
O=C(Nc1nnc(SCc2ccccc2)s1)c1cccs1	.	-5	.	3	0	-15	-1	-2	.
Cc1ccc(C)n1-n1cnc2sc(-c3ccccc3)cc2c1=O	22	0	-23	0	-3	0	1	4	-18
CCc1nc(N2CCN(S(=O)(=O)c3ccc(Br)cc3)CC2)c2c(C)c(C)sc2n1	8	3	-25	0	-19	12	2[fluorescence artefact?]	9	-10
